GDH-TPI counter: counter-screen for M. tuberculosis FBA inhibitors: GDH-TPI coupled enzymes | GDH-TPI coupled enzyme counterscreen, NADH absorbance | inhibition, % at 4.8 µM | 360,000 tested, 1.2% active;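 further: 0% = DMSO wells and 100% = wells lacking the enzyme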
PrPC TRFRET: reduces human prion protein on the cell surface; P04156; inhibition, % at 13.8 µM; 370,000 tested, 0.43% active; cell surface PrPC, TR-FRET read-out; AID 720596; in the data active means inhibition above about 24%; further: 0% = median of the test wells and 100% = reference compound wells
BoNT F protease: blocks Botulinum neurotoxin F light chain protease. Multiplex microsphere protease cleavage assay, flow cytometry. inhibition, % at 10 µM. 360,000 tested, 0.22% active. AID 588497; in the data active means inhibition above about 35%, passing the limit was not always enough; inconclusive means no clear call, values can overlap the other calls; further: plate controls were buffer without enzyme for full effect and enzyme alone for no effect
BioA inh: blocks M. tuberculosis BioA enzyme activity. purified M. tuberculosis BioA enzyme, plate reader. 360,000 tested, 0.096% active. inhibition, % at 9.99 µM; in the data active means inhibition above about 40%; inconclusive means no clear call, values can overlap the other calls
CCHFV vOTU inh: blocks the CCHF virus ovarian tumor domain protease. CCHFV vOTU protease, Pep-AMC fluorescence. inhibition, % at 11.5 µM. 370,000 tested, 0.55% active; further: 0% = vehicle wells with enzyme and 100% = no enzyme wells
FadD28 FP inh: blocks FadD28 binding to the bisubstrate probe. inhibition, % at 12.5 µM. 360,000 tested, 0.22% active. fluorescence polarization; in the data active means inhibition above about 8.5%, passing the limit was not always enough; inconclusive means no clear call, values can overlap the other calls
UGM FP inh: Mtb UDP-galactopyranose mutase inhibition. purified UGM, fluorescence polarization probe displacement. inhibition, % at 10 µM. 320,000 tested, 0.06% active. AID 504406; in the data active means inhibition above about 10%, passing the limit was not always enough; inconclusive means no clear call, values can overlap the other calls
Target sequence (P9WIQ1 whole entry, looked up): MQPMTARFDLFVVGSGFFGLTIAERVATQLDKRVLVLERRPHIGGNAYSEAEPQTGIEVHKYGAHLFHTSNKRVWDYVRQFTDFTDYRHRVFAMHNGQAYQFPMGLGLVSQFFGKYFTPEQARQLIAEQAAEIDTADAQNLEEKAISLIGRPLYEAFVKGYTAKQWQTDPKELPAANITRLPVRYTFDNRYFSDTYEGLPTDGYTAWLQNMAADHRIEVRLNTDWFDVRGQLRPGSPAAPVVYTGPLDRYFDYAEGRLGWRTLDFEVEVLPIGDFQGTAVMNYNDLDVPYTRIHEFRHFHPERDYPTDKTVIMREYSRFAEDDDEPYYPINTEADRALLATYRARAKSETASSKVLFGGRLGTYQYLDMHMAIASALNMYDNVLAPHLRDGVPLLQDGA
BoNT A protease: inhibitors of Botulinum neurotoxin A light chain protease; multiplex microsphere protease substrate cleavage, flow cytometry; inhibition, % at 10 µM; 360,000 tested, 0.17% active; AID 588499; in the data active means inhibition above about 30%; inconclusive means no clear call, values can overlap the other calls; further: plate controls were buffer without enzyme for full effect and enzyme alone for no effect
FBA Mtb inh: Mtb fructose-bisphosphate aldolase inhibition | P9WQA3 | purified M. tuberculosis FBA, fluorescence read-out | inhibition, % at 1 µM | 360,000 tested, 2.3% active | AID 588726; in the data active means inhibition above about 27%;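 further: 0% = vehicle and 100% = reference inhibitor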
Target sequence (P9WQA3 whole entry, looked up): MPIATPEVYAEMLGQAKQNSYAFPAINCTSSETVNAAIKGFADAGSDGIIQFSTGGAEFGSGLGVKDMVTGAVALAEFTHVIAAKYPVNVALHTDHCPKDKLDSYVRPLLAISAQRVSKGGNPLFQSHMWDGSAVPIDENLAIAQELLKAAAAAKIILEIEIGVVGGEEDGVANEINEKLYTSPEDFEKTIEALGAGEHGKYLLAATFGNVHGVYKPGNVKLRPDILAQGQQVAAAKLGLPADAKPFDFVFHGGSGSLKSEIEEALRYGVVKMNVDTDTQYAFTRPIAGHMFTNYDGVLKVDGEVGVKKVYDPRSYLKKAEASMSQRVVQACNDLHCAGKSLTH
The depositor's hits bear a star; u = inconclusive; x = not tested or not shown. Unless noted, no stated cut-off is given here; in the data, active means inhibition above about 30%; inactive means the rest.

SMILES | GDH-TPI counter | PrPC TRFRET | BoNT F protease | BioA inh | CCHFV vOTU inh | FadD28 FP inh | UGM FP inh | BoNT A protease | FBA Mtb inh
O=C1CN(S(=O)(=O)c2cc(Cl)ccc2Cl)c2ccccc2N1 | 14 | 2 | -17 | 0.6 | 13 | -2.8 | -0.8 | -2.4 | 2
OC(C#CCCN1CCCCC1)(c1ccccc1)c1ccccc1 | -9 | -6 | u | -1.8 | 10 | -0.1 | 0.3 | -2.6 | 1
Cc1cscc1-c1ccc(C(=O)Nc2c(C)cccc2C)o1 | 15 | 7 | 4 | -0.8 | 13 | -0.9 | x | 0.4 | -2
CC(C)(C)NC(=O)C[C@H]1C[C@H](C(=O)N2CCOCC2)[C@@]2(C)c3[nH]c4ccc(Cl)cc4c3CCN2C1=O | -3 | -4 | 1 | 5.5 | -11 | -1.1 | x | 0.4 | -2
Cc1ccc(S(=O)(=O)Nc2ccc(O)c(S(=O)(=O)c3ccc(C)cc3)c2)cc1 | 7 | 6 | 2 | 0.1 | 4 | -1.9 | 0.3 | 0.9 | 3
Cc1coc2cc3oc(=O)ccc3cc12 | -1 | 7 | 10 | 0.9 | -5 | x | 1.5 | -3.1 | 3
NN=C(c1cccc([N+](=O)[O-])c1)c1cccc([N+](=O)[O-])c1 | 2 | 9 | -7 | 5.9 | 1 | -0.8 | 3.2 | 0.1 | -1
CCc1ccc2oc(C(=O)NCC(c3ccc(OC)cc3)N3CCCCC3)c(C)c2c1 (configuration not stated) | -14 | -5 | x | 1.0 | 15 | -2.7 | 2.4 | x | 0
COC(=O)C1=C(C)NC(C)=C(C(=O)OC)C1c1ccc(C)o1 | 8 | 7 | u | -0.4 | 25 | -1.1 | 1.3 | -0.5 | 0
CCCc1ccc(C(=O)NC(=O)c2ccccc2O)cc1 | 13 | 5 | x | -2.0 | 20 | 1.0 | 2.8 | x | 2
COc1ccc(C(=O)N[C@H](C(=O)NCc2ccccc2)C(C)C)cc1 | -2 | 2 | 5 | 0.8 | -5 | x | 1.3 | -0.3 | 0
O=C(COC(=O)c1ccc2c(c1)OCO2)NCc1ccc2c(c1)OCO2 | 2 | 13 | -1 | -3.1 | 0 | -1.1 | 2.1 | 3.7 | 1
CCCCSc1nnc(CCNC(=O)OC(C)(C)C)o1 | -17 | 14 | u | -0.6 | -3 | -5.1 | -1.2 | 0.2 | 2
CC(=O)c1cccc(NC(=O)CN2C(=O)c3ccccc3C2=O)c1 | 7 | -3 | 3 | 1.5 | -9 | -1.2 | -0.1 | -2.5 | 1
CCOC(=O)N1CCN(c2nc(C)c3c(n2)CC(C)CC3=O)CC1 (configuration not stated) | 3 | 3 | -1 | -0.2 | 0 | -1.1 | 0.6 | 0.0 | -1
CC1=CC(=C2C(=O)NC(=O)NC2=O)C=C(C(F)(F)F)N1C(C)C | 8 | -8 | 3 | 0.6 | 7 | 1.0 | -0.2 | 3.0 | -2
CCn1c(SCC(=O)c2ccc3c(c2)OCCO3)nnc1-c1ccco1 | 6 | -5 | 0 | -0.2 | 7 | -0.3 | -0.3 | -0.2 | 0
COc1ccc(C(=O)NCC(C)(C)CNC(=O)c2ccc(OC)cc2)cc1 | 8 | -1 | x | x | -13 | -0.7 | -1.1 | x | -19
Cc1ccc(/C=C(\NC(=O)c2ccccc2)C(=O)N2CCCCC2)cc1 | 1 | 4 | -7 | -1.4 | -6 | -2.1 | 3.6 | -1.7 | 3
COc1cccc(C2CC(C(F)(F)F)n3ncc(C(=O)NC(C)(C)C)c3N2)c1 (configuration not stated) | -2 | -7 | -20 | 0.0 | -10 | -2.3 | -0.1 | 0.2 | -12
CC(=O)Nc1ccc(NS(=O)(=O)c2cc(C)sc2C)cc1 | 5 | 1 | -7 | x | 3 | -1.4 | 1.1 | -0.4 | 1
O=C(Nc1ccccc1C(F)(F)F)N1CCN(c2ccc3nncn3n2)CC1 | -13 | 1 | -4 | 1.3 | 21 | -2.6 | 0.9 | -1.9 | -2
CC(C)C(NC(=O)c1ccc(F)cc1)C(=O)OCC(=O)N1CC(=O)Nc2ccccc21 (configuration not stated) | 1 | 1 | -12 | 1.8 | -22 | -3.1 | 2.8 | -0.1 | -1
Nc1cccnc1Oc1ccccc1F | 11 | -2 | -4 | -1.0 | -2 | -2.3 | 1.2 | -0.3 | -1

4 entries from above, arranged by formula weight, low to high:
SMILES | GDH-TPI counter | PrPC TRFRET | BoNT F protease | BioA inh | CCHFV vOTU inh | FadD28 FP inh | UGM FP inh | BoNT A protease | FBA Mtb inh
CC1=CC(=C2C(=O)NC(=O)NC2=O)C=C(C(F)(F)F)N1C(C)C | 8 | -8 | 3 | 0.6 | 7 | 1.0 | -0.2 | 3.0 | -2
Cc1ccc(/C=C(\NC(=O)c2ccccc2)C(=O)N2CCCCC2)cc1 | 1 | 4 | -7 | -1.4 | -6 | -2.1 | 3.6 | -1.7 | 3
COc1ccc(C(=O)NCC(C)(C)CNC(=O)c2ccc(OC)cc2)cc1 | 8 | -1 | x | x | -13 | -0.7 | -1.1 | x | -19
O=C(Nc1ccccc1C(F)(F)F)N1CCN(c2ccc3nncn3n2)CC1 | -13 | 1 | -4 | 1.3 | 21 | -2.6 | 0.9 | -1.9 | -2

Other compounds:
SMILES | GDH-TPI counter | PrPC TRFRET | BoNT F protease | BioA inh | CCHFV vOTU inh | FadD28 FP inh | UGM FP inh | BoNT A protease | FBA Mtb inh
COc1ccc(-c2c3c(=O)n(C)c(=O)n(C)c3cn2-c2ccccc2O)cc1 | 1 | -4 | 6 | 1.7 | 4 | -0.2 | 1.6 | 0.5 | 3
O=c1oc(-c2ccccc2)cc2ccccc12 | 11 | 1 | 5 | 0.2 | -14 | -1.1 | x | -0.4 | 44*
CCC1(CC)Cc2ccccc2C(N)=C1C#N | -1 | -4 | -4 | -0.6 | 1 | 1.2 | -1.3 | -1.1 | 5
CCOCCCN1C(=O)CN(C2CCCCC2)C(=O)C1c1ccc(OC)c(OC)c1 (configuration not stated) | -2 | -1 | 5 | 1.3 | -30 | 0.3 | -0.9 | -0.2 | 0
C[C@H](c1ccccc1)n1nnc(COCc2ccccc2)c1C#CCOCc1ccccc1 | -3 | -2 | 5 | -2.2 | -2 | -0.4 | -0.4 | 0.2 | 4
CCOC(=O)c1c(C)[nH]c(O)c1C=Nc1ccccc1 | 8 | 0 | 10 | x | 10 | -2.8 | -0.4 | 0.0 | -1
COc1ccc(CCNS(=O)(=O)c2ccc3c(c2)CC(C)N3C(=O)C2CC2)cc1OC (configuration not stated) | -5 | 9 | -1 | 1.9 | 7 | 1.2 | x | -0.5 | 2
Cc1c(-c2ccc(F)cc2)nc(N)c(C#N)c1-c1cccnc1 | 8 | -4 | x | 2.1 | -3 | -1.5 | -1.7 | x | 4
COc1ccc(N2CCN(C(=O)CN(Cc3ccccc3)S(C)(=O)=O)CC2)cc1 | 12 | -5 | -3 | x | -20 | -2.1 | 2.1 | -2.1 | 1
CC(NCC(=O)Nc1cc(Cl)cc(Cl)c1)c1ccccc1 (configuration not stated) | 1 | 1 | 2 | 1.5 | 1 | -4.1 | -3.2 | -2.1 | 0
CCN(CC)C(=O)CC(c1ccc2c(c1)OCO2)c1c(OC)cc(OC)c2c(-c3ccccc3)cc(=O)oc12 (configuration not stated) | 10 | -5 | 2 | -3.3 | 5 | -6.9 | 1.6 | -0.1 | 0
CC(C)C(OC(=O)c1nsc(Cl)c1Cl)C(=O)NCC1CCCO1 (configuration not stated) | -3 | -2 | 5 | -2.4 | 1 | -1.4 | 3.9 | 0.8 | -1
Cc1cc(SCC#N)n2nc(C)c(-c3ccccc3)c2n1 | 4 | -3 | 13 | -1.1 | 20 | -0.6 | 0.8 | 0.5 | -2
CCCc1c(C(=O)N/N=C/c2cccc(OCc3ccc(F)cc3)c2)nnn1-c1nonc1N | 0 | -3 | -5 | -0.4 | 17 | -1.2 | -0.1 | 0.4 | 1
CCCC(=O)Nc1cccc(S(=O)(=O)N(C)c2ccccc2)c1 | -1 | -1 | -2 | 1.2 | -4 | -1.8 | 1.6 | -0.5 | 1
Cc1cc(C)cc(CN2CCC(Oc3ccc(C(=O)N4CCCC4)cc3)CC2)c1 | 2 | -13 | 2 | -3.2 | 18 | 0.5 | x | -0.9 | 2
O=S(=O)(c1ccc(Oc2ccc3oc4ccccc4c3c2)nc1)N1CCCC1 | -5 | 5 | 4 | -2.6 | -3 | -1.5 | 1.8 | -0.3 | 0
C#CCOCCOCCOCCNc1nc(N2CCN(C(=O)[C@H](CCC(=O)O)n3cc([C@@H](N)[C@H](C)CC)nn3)CC2)nc(N2CCN(C(=O)[C@H](CCC(=O)O)n3cc([C@@H](N)CC(N)=O)nn3)CC2)n1 | 3 | -9 | -4 | 0.7 | -2 | -2.5 | -0.1 | -0.2 | -1
CCSc1nc2c(c(-c3ccc(C)o3)c1C#N)CCCC2 | 16 | 3 | 32 | -3.1 | 1 | -0.4 | 1.3 | 0.3 | -1
Cc1ccc2nsnc2c1S(=O)(=O)N1CCN(Cc2ccc3c(c2)OCO3)CC1 | 13 | -24 | 1 | 0.9 | 24 | -1.5 | 0.0 | -1.2 | 2
Cc1nc(SCN2C(=O)c3ccccc3C2=O)n[nH]1 | -3 | -4 | -6 | x | -13 | -3.4 | 0.7 | 0.8 | 1
CCc1ccc(N2C(=O)CC(=O)NC2=O)cc1 | 3 | 9 | -14 | -0.8 | 9 | 0.5 | -0.1 | -0.5 | 1
CCCc1cc(=O)c2c(O)ccc(OC)c2o1 | 7 | 5 | 5 | -1.9 | -2 | -2.8 | -0.1 | -0.5 | 0
CN(C)CCCNc1nc2cc(-c3ccc(F)cc3)sc2c(=O)n1C | 0 | -4 | -4 | 0.2 | -7 | -5.3 | x | -0.2 | 4
COc1ccc(NC(=O)N2CCN(c3cccc(C(F)(F)F)c3)CC2)cc1 | 3 | 2 | -10 | -4.1 | -1 | 1.5 | 1.2 | 0.1 | 0
COCCNC(=O)/C(C#N)=C/c1ccc(O)cc1 | 14 | -1 | -5 | x | -3 | -5.1 | 2.3 | 0.3 | -4
COc1ccccc1N(CC(=O)NCc1ccccn1)S(C)(=O)=O | 9 | 6 | 4 | -0.5 | -12 | -0.1 | -2.3 | 1.4 | -1
CC(=O)N1CCn2c3c(c(=O)c4cc(C)ccc42)CCC31 (configuration not stated) | 3 | 3 | 4 | 0.3 | 101* | -1.6 | 0.9 | 2.4 | -3
COc1cc(S(=O)(=O)n2ccc(C)n2)c(C)cc1C | 8 | 3 | -5 | x | -15 | -0.2 | x | -1.1 | 0
COc1ccccc1C(=O)Nc1ccnn1C1CCN(C2CCSCC2)CC1 | -4 | -10 | 4 | 1.3 | 0 | 1.6 | -0.3 | 2.2 | 2
C=C(C)C1CC=C(C)/C(=N/NC(=O)c2cccs2)C1 (configuration not stated) | 2 | -6 | 3 | -1.9 | 0 | -1.6 | -0.2 | 0.6 | -1
CCOC(=O)NC(NS(=O)(=O)c1ccccc1)(C(=O)OCC)C(F)(F)F (configuration not stated) | -1 | -2 | -27 | x | 0 | 0.6 | 1.7 | -4.8 | -1
O=C(C1CC(=O)N(C2CCCCC2)C1)N1CCN(c2ccccc2)CC1 (configuration not stated) | 11 | -1 | -10 | 1.0 | -3 | -2.5 | 0.1 | -4.0 | 4
CCOc1ccc(C(=O)N/N=C/c2ccc(-c3ccc(S(=O)(=O)Nc4ncccn4)cc3)o2)cc1 | 35* | -6 | -1 | x | 5 | -8.8 | 2.9 | 1.1 | 26
Cc1nc2ccc(S(=O)(=O)N(C)CC(=O)NCc3ccc(N(C)C)cc3)cc2s1 | 5 | 4 | 2 | -4.9 | 2 | 2.8 | 2.6 | -0.3 | 0
O=C(NC1CCCC1)c1cnc2n(c1=O)CCS2 | 7 | -3 | 15 | 0.8 | 15 | -2.3 | -0.2 | 0.7 | -1
c1ccc(COC2CCCN(Cc3nc(-c4cccs4)no3)C2)nc1 (configuration not stated) | 9 | -6 | 0 | x | 2 | -0.7 | 1.8 | 0.1 | 2
COc1ccccc1CN1CC(C(=O)N2CCCCCCC2)CCC1=O (configuration not stated) | -4 | 2 | -15 | 0.5 | 8 | -0.5 | 1.8 | -3.2 | 4

High-throughput results (PubChem BioAssay)
